sPLA2-III inh: human group III sPLA2 inhibitors, primary screen, biochemical, QFRET, BODIPY PC-A2 liposome substrate; Group 3 secretory phospholipase A2 (Homo sapiens), Q9NZ20; QFRET BODIPY PC-A2 liposome hydrolysis, fluorescence; inhibition, % at 12.2 µM; 370,000 compounds, 0.56% hits;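 active = inhibition above mean plus 3 SD of compounds lying within the high and low control bounds, cut at about 19% in these data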;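 also: 0% = median of test compound wells and 100% = no enzyme DMSO wells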
DAX1 inh-1: DAX1 (NR0B1) inhibitors, primary screen, cell-based, HEK293, Gal4-DAX1, luciferase luminescence; Nuclear receptor subfamily 0 group B member 1 (Homo sapiens), P51843; HEK293 Gal4-DAX1 luciferase reporter; inhibition, % at 6.75 µM; 340,000 compounds, 0.99% hits; AID 504766, 2011;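 active = inhibition above the mean over all tested compounds plus 3 SD, cut at about 4.2% in these data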;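 also: 0% = DAX1-transfected cells with DMSO and 100% = empty-vector control cells with DMSO; inhibition shows as a rise in luminescence from relieved DAX1 repression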
GAA850 FXN act: FXN promoter activators, primary screen, cell-based, luciferase luminescence, HEK293 lucGAA850; HEK293 lucGAA850 FXN promoter luciferase reporter, 24 h; percent of 10 µM SAHA response; activation, % at 6 µM; 360,000 compounds, 0.56% hits;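 active = activation above the average of all compounds screened plus 3 SD, cutoff fixed separately per campaign, cut at about 7.5% in these data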;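 also: 0% = DMSO wells and 100% = 10 µM SAHA wells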
ssDAF-12 act: S. stercoralis DAF-12 nuclear receptor activators, primary screen, cell-based, luminescence, HEK293, GRIP1 co-expression, lit1-tk-luc. Nuclear hormone receptor DAF-12 (Strongyloides stercoralis). HEK293 ssDAF-12/GRIP1 lit1-tk-luc reporter; % of 3 µM dafachronic acid response. activation, % at 6.8 µM. 370,000 compounds, 1% hits. AID 652126, 2013;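 active = activation above the mean over all tested compounds plus 3 SD, cut at about 0.9% in these data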;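 also: 0% = DMSO-only wells and 100% = 3 µM delta7-dafachronic acid wells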
NR1D1 modulator: modulators of Rev-erb alpha DNA binding, primary screen, biochemical, FITC-DNA, fluorescence polarization, uHTS; Nuclear receptor subfamily 1 group D member 1 (Homo sapiens), P20393; Rev-erbα–FITC-DNA binding, 90 min; activity, % at 10 µM; 370,000 compounds, 0.79% hits; AID 1259318, 2017;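 active = activity above about 14%, limit read from the data; passing the limit was not always enough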;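 also: 0% = DMSO wells with 35 nM protein and 100% = DMSO wells with 750 nM protein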
hgDAF12 agonist: H. glycines DAF-12 receptor agonists, primary screen, cell-based, luminescence, HEK293, GAL4 fusion, UAS-luciferase. Nuclear hormone receptor DAF-12 (Heterodera glycines), GAL4 fusion. 370,000 compounds, 1.8% hits. HEK293 GAL4-hgDAF12 UAS-luciferase reporter, agonist luminescence; normalized to butyrate control. activation, % at 6.8 µM. AID 687014, 2013;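 active = activation above a cutoff set at the mean of all screened compounds plus 3 SD, cut at about 10% in these data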;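 also: 0% = DMSO wells and 100% = sodium butyrate wells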
PG9 binder: binders of HIV-1 gp120 antibody PG9, primary screen, biochemical, TR-FRET. TR-FRET gp120-PG9 antibody binding. 360,000 compounds, 0.43% hits. inhibition, % at 6.7 µM; in the data active = inhibition above about 8.5%
DAX1 inh-2: DAX1 (NR0B1) inhibitors on StAR promoter, primary screen, cell-based, luminescence, SF-1 (NR5A1), full-length DAX-1. HEK293T StAR-luciferase reporter, SF-1/DAX-1 repression relief. inhibition, % at 6.8 µM. 370,000 compounds, 1.1% hits. AID 652010, 2013;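 active = inhibition above the mean over all tested compounds plus 3 SD, cut at about 3.6% in these data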;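 also: 0% = DAX-1 cells with DMSO and 100% = cells lacking DAX-1 with DMSO; higher inhibition means more luminescence from relief of DAX-1 repression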
hcDAF12 agonist: H. contortus DAF-12 nuclear receptor activators, primary screen, cell-based, luminescence, HEK293, lit1-tk-luc reporter; HEK293 hcDAF-12 lit1-tk-luc reporter; 0% DMSO, 100% Δ7-dafachronic acid; AID 652067, 2013; 370,000 compounds, 1.4% hits; activation, % at 6.8 µM;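 active = activation above the mean of all tested compounds plus 3 SD, cut at about 5.5% in these data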;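 also: 100% = response to 3 µM Δ7-dafachronic acid high control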
PLC-beta3 inh: human PLC-beta3 inhibitors, primary screen, biochemical, fluorescence; Purified PLC-beta3, fluorogenic substrate; 370,000 compounds, 0.18% hits; AID 720704, 2013; inhibition, % at 12.2 µM; 1-phosphatidylinositol 4,5-bisphosphate phosphodiesterase beta-3 (Homo sapiens), Q01970; in the data active = inhibition above about 11%;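 also: 0% = median of compound wells on plate and 100% = full blocker control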
Target sequence (Q01970 whole entry, looked up): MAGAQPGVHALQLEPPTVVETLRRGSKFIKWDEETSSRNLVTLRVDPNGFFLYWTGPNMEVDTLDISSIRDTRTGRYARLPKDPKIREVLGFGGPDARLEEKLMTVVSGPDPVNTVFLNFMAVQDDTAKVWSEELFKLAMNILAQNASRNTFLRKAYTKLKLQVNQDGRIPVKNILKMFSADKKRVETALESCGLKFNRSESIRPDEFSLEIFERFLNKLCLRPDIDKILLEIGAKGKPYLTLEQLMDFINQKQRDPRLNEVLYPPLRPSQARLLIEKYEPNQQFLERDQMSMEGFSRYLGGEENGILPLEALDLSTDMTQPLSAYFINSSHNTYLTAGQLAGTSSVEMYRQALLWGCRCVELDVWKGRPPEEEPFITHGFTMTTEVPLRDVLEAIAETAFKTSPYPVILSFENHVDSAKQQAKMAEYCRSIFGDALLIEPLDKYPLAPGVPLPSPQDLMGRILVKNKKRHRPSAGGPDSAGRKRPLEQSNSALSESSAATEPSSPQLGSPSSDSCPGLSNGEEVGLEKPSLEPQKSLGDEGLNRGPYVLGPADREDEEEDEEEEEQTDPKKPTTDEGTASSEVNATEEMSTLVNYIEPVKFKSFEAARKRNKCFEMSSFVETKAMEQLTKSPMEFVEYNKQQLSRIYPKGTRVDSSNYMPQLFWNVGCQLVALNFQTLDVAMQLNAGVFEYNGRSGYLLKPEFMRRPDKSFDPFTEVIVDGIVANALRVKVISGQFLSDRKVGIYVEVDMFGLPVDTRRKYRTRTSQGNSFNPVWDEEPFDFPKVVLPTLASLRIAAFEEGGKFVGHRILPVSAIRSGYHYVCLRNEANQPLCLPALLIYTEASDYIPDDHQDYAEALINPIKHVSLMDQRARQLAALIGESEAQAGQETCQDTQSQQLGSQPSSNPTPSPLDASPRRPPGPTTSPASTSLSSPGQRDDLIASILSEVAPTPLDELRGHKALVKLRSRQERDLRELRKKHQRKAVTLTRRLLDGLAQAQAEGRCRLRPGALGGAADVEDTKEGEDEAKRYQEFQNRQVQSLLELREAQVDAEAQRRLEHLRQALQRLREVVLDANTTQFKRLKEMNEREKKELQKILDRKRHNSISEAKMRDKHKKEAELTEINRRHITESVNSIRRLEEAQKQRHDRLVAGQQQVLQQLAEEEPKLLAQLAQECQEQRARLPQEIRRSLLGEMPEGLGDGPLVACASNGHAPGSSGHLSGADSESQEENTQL
SMARCA2 activ: SMARCA2 (BRM) function activators, primary screen, cell-based, luminescence, high throughput. MG213 cells, MMTV-luciferase reporter, dexamethasone, overnight. activation, % at 9.1 µM. 370,000 compounds, 1% hits; in the data active = activation above about 7.8%;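 also: 0% = vehicle wells and 100% = reference activator wells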
* marks the source's active call; other numbers are inactive results; i = inactive; . = not tested or not shown.

Sample of the layout (5 entries):
SMILES	sPLA2-III inh	DAX1 inh-1	GAA850 FXN act	ssDAF-12 act	NR1D1 modulator	hgDAF12 agonist	PG9 binder	DAX1 inh-2	hcDAF12 agonist	PLC-beta3 inh	SMARCA2 activ
CC(=O)OCC(=O)C1(O)CCC2C3CC(F)C4=CC(=O)CCC4(C)C3C(=O)CC21C (stereo unspecified)	-2	-0.5	3.3	-0.6	3	-4.1	1.4	-0.3	-0.4	0	0
COc1ccc(NC(=O)CCNS(=O)(=O)c2ccc3c(c2)c(=O)n(C)c(=O)n3C)c(OC)c1	14	-0.8	-0.6	-1.5	-6	-1.1	3.1	-0.1	-0.4	-3	-6
CCOC(=O)CCc1c(C)n(CC)c2cc(-c3ccccc3OC)nn2c1=O	1	-0.8	1.5	-1.1	1	-1.3	-0.9	-0.5	1.0	-56	-1
CCOc1ccc2nc(Cl)c(C3CC(c4ccco4)=NN3S(=O)(=O)c3ccccc3)cc2c1 (stereo unspecified)	29*	-0.8	1.9	1.4*	-3	2.3	0.1	0.2	-1.2	-91	-1
CS(=O)(=O)N(CC(=O)NCCSCc1c(F)cccc1Cl)c1ccc2c(c1)OCO2	-8	0.8	1.3	-1.4	1	-2.4	-1.4	-0.2	-1.6	4	0

The listing, from the start:
SMILES	sPLA2-III inh	DAX1 inh-1	GAA850 FXN act	ssDAF-12 act	NR1D1 modulator	hgDAF12 agonist	PG9 binder	DAX1 inh-2	hcDAF12 agonist	PLC-beta3 inh	SMARCA2 activ
CC(=O)OCC(=O)C1(O)CCC2C3CC(F)C4=CC(=O)CCC4(C)C3C(=O)CC21C (stereo unspecified)	-2	-0.5	3.3	-0.6	3	-4.1	1.4	-0.3	-0.4	0	0
COc1ccc(NC(=O)CCNS(=O)(=O)c2ccc3c(c2)c(=O)n(C)c(=O)n3C)c(OC)c1	14	-0.8	-0.6	-1.5	-6	-1.1	3.1	-0.1	-0.4	-3	-6
CCOC(=O)CCc1c(C)n(CC)c2cc(-c3ccccc3OC)nn2c1=O	1	-0.8	1.5	-1.1	1	-1.3	-0.9	-0.5	1.0	-56	-1
CCOc1ccc2nc(Cl)c(C3CC(c4ccco4)=NN3S(=O)(=O)c3ccccc3)cc2c1 (stereo unspecified)	29*	-0.8	1.9	1.4*	-3	2.3	0.1	0.2	-1.2	-91	-1
CS(=O)(=O)N(CC(=O)NCCSCc1c(F)cccc1Cl)c1ccc2c(c1)OCO2	-8	0.8	1.3	-1.4	1	-2.4	-1.4	-0.2	-1.6	4	0
Cc1ccc(C(=O)NNC(=O)c2ccncc2)cc1[N+](=O)[O-]	9	0.7	-0.1	-1.5	5	1.8	0.0	-0.7	-0.7	-4	-5
CCCCNc1c(-c2ccc(OC)c(SC3CCCCC3)c2)nc2cc(C)ccn12	-4	-0.9	2.8	-1.1	4	-1.4	2.8	-0.6	0.9	i	-1
Cc1cc(NC(=O)CSc2nnc(-c3cccnc3)n2C2CCCCC2C)no1 (stereo unspecified)	1	0.1	0.9	-0.8	0	0.0	-0.1	0.1	-1.5	-1	0
COc1ccc(CNCCCSc2ncccn2)cc1OC	5	-0.8	1.5	-1.5	-4	0.1	-0.8	0.2	-0.8	-7	-1
Cc1cccc(C)c1OCc1cc(C(=O)NCC2CCCCC2)no1	4	0.1	-0.7	-0.7	1	-0.3	0.2	-0.2	2.0	-7	2
O=C(CCCC(=O)c1ccccc1)Nc1ccc(F)cc1	-8	-2.6	-0.5	-1.8	-3	0.6	-0.8	-0.4	3.5	-3	3
COC(CNC(=O)C1CCCN(S(=O)(=O)c2c(C)noc2/C=C/c2cccs2)C1)OC (stereo unspecified)	-4	-0.5	1.0	-1.2	5	0.2	-1.5	0.5	-1.6	1	2
O=C(CN1CCCCCC1)Nc1ccc(Br)cc1[N+](=O)[O-]	3	0.3	0.9	-0.9	0	1.7	-1.3	0.0	-1.6	-4	3
COc1ccc(-c2cc(C(F)(F)F)nc(S(=O)(=O)CCC(=O)N3CCOCC3)n2)cc1	9	1.1	1.9	-0.8	1	-0.4	1.2	-0.3	-1.4	-23	1
COc1ccc(/C=C/C(=O)OCC(=O)NCCCc2ccccc2)cc1OC	-11	0.1	-0.9	-1.1	2	2.3	-0.6	0.3	-2.1	-106	0
COc1ccc(C(=O)NNC(=S)NC(=O)c2cccc([N+](=O)[O-])c2)cc1	4	-0.4	0.7	-0.4	-1	4.5	0.0	-0.3	-0.2	-6	-3
CCN1C(=NCCc2c[nH]c3ccccc23)N[C@@H](c2ccccc2)[C@H](C(=O)OC)[C@H]1C	-5	1.6	2.0	0.3	5	3.4	-0.2	0.3	3.3	-4	1
CC(O)C(NC(=O)OCc1ccccc1)C(=O)OCc1ccccc1 (stereo unspecified)	-2	-0.7	-0.3	-0.4	-5	0.2	0.4	0.0	0.2	-3	0
O=C(CN(Cc1ccc(F)cc1)S(=O)(=O)c1ccc(S(=O)(=O)N2CCOCC2)cc1)Nc1ccccc1	-4	0.6	0.6	-0.2	-4	-0.2	-2.8	-0.5	-2.1	11*	-3
COC[C@@H]1CCCN1c1ccc2c(c1)O[C@H](COCc1ccccc1)CN([C@H](C)c1ccccc1)S2(=O)=O	-1	.	.	-1.4	-1	0.9	-1.4	-0.8	0.3	-1	-3
COc1cc(C(=O)NCCCN2CCCC2=O)cc(OC)c1OC	3	1.6	0.1	-1.7	3	1.4	-1.6	0.6	0.8	2	5
CCc1ccc(-c2csc3nc[nH]c(=O)c23)cc1	0	-0.3	-0.8	-0.7	-2	2.2	0.7	0.2	-0.3	-4	2
CN(C)CCCN1CC(=O)N2[C@@H](Cc3c([nH]c4ccccc34)C2(C)C)C1=O	-7	0.3	2.2	-0.4	-4	-1.6	-1.2	0.0	0.7	-4	0
O=C(CCNC(=O)c1ccco1)NNC(=O)c1ccc(Br)cc1	7	-1.2	-0.1	-0.8	-9	0.4	0.7	1.8	1.7	-10	-1
COc1ccc(-c2nc3cc(C)ccn3c2NC(=O)c2ccccc2OC)cc1	0	0.5	-1.6	-1.0	3	-2.2	-1.6	-0.6	-1.4	-17	-2
[S-]c1nnc(-c2ccc(Br)cc2)n1-c1ccccc1.[Zn+2]	9	0.8	0.8	0.1	14	1.7	1.3	0.0	1.5	-10	0
Cn1c(=O)cc(OCCCC(=O)NCCCN2CCN(Cc3ccccc3)CC2)c2ccccc21	-4	-0.1	-0.1	-0.8	3	-3.1	-1.6	0.2	-1.3	7	-5
NC(=O)c1nsc(C(=O)N(Cc2cccnc2)C(C(=O)NC2CCCC2)c2ccc(F)cc2)c1N (stereo unspecified)	0	2.2	-1.1	-0.8	-3	-1.0	-2.0	0.1	-1.2	-87	-2
Cc1c(-c2cccs2)[n+](=O)c2c(n1[O-])CCCCC2	-3	3.8	-1.5	-0.5	-2	1.1	1.1	0.0	-1.6	0	-1
N#Cc1ccccc1S(=O)(=O)NC(=O)[C@H]1O[C@@H](n2cnc3c(N)ncnc32)[C@H](O)[C@@H]1O	1	.	.	-0.7	8	-2.9	1.5	-0.2	0.9	0	1
C=CCNC(=O)c1sccc1Oc1ccc(F)cc1[N+](=O)[O-]	0	1.1	5.0	-1.2	-2	-1.8	-0.7	-0.9	-1.7	2	-1
CCOc1ccccc1NC(=O)N1CCC(n2nnc3cc(C)ccc32)CC1	-2	0.8	-1.0	-1.1	-6	-2.1	1.4	-1.3	-2.8	2	-2
O=C(c1cccc2nc3ccccc3nc12)N1CCOCC1	-3	-0.3	1.5	-1.0	2	0.6	-1.9	-0.1	-2.1	1	-5
COc1cc(C(C)=O)ccc1OCC(O)CN1CCN(c2ccc(F)cc2)CC1 (stereo unspecified)	11	2.5	-0.4	-0.8	2	-0.1	1.1	0.3	-2.6	-1	-2
Oc1ccc(-c2nccc(-c3ccc(Cl)cc3)n2)cc1	-34	2.2	3.3	-1.8	9	5.0	2.6	0.7	0.7	-3	0
CCCCNC(=S)NNc1c(Cl)cc(Cl)cc1Cl	7	-1.0	0.2	-1.6	2	0.4	1.5	0.2	-1.4	-1	-3
O=C(C[C@H]1C(=O)N(CCc2ccccc2)C[C@@H]1c1ccccc1)Nc1ccccc1	-2	2.4	-0.3	-1.2	1	2.8	0.8	-0.4	0.2	-3	-4
CCc1ccc(N2C(=O)CN(Cc3cc(OC)c(OC)c(OC)c3)C2=S)cc1	-137	-1.9	-1.9	-1.6	-2	-3.2	-1.0	-1.1	-3.6	2	-4
CN1CCc2c1nc1ccccc1c2NC(=O)CN1CCCC1	15	-1.0	0.7	-1.1	-2	0.0	1.0	0.4	-1.1	-77	-2
S=c1[nH]nc(-c2cccs2)n1C1CCCCC1	19	.	-0.5	-1.9	1	1.1	1.0	0.4	0.7	-14	-1
Cc1ccc(C(=O)N2CCN(c3ccc([N+](=O)[O-])c(N4CCOCC4)c3)CC2)cc1	-3	-0.1	-4.6	-1.8	2	-1.4	0.6	-1.6	-1.6	5	-2
CCOC(=O)c1ccccc1NC(=O)COC(=O)C1CCN(S(=O)(=O)c2ccccc2C(=O)OC)CC1	-19	0.3	-0.3	-0.9	-2	-1.2	-1.1	-1.8	0.0	3	4
CN(CCC1CCOCC1)C(=O)CC1C(=O)NCCN1Cc1ccccc1F (stereo unspecified)	-2	1.3	1.6	-1.1	7	0.7	0.6	-0.4	-0.1	-78	-1
COc1ccc2nc(NCCO)[nH]c2c1	0	0.4	0.2	-0.9	0	-0.5	-1.3	0.5	0.4	0	0
CSCC[C@H](NC(=O)OC(C)(C)C)c1nnc(SCc2cccc(F)c2)o1	-2	0.4	1.9	-1.2	1	-0.3	-0.5	-0.3	-2.7	4	0
Cc1ccc(NC(=O)C2CCCC2)cc1Cl	-2	0.8	0.9	-2.1	0	-1.7	-1.9	-0.5	-1.6	-8	1
COc1ccc(C(=O)C=Cc2ccc(OCc3ccccc3)c(OC)c2)cc1OC	-5	2.8	0.3	-2.2	1	-6.1	0.2	-4.6	-2.7	-141	-3
Cn1c(SCC(=O)Nc2cc(Cl)cc(Cl)c2)nnc1-c1ccc2nonc2c1	2	.	0.7	-0.8	-8	2.5	-1.2	0.4	1.8	-3	-1
CC1CCN(c2ccc([N+](=O)[O-])cn2)CC1	0	0.4	-3.7	-1.1	0	-0.2	-0.1	-0.5	-1.0	-15	-2

Assay outcomes: PubChem BioAssay, several laboratories
